High-throughput results from PubChem.
EP2 mod – modulates human prostaglandin E2 receptor EP2 signaling. P43116. EP2-expressing cells, cAMP HTRF FRET, PGE2 co-stimulation. induction, % at 25 µM. 260,000 compounds, 0.83% hits;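 active = compounds whose cAMP rise, as percent of the full-agonist control response, exceeds 60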;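 also: rat C6 glioma line stably carrying human EP2 under a CMV promoter; the protocol text gives 20 µM as final concentration; 100% = response of wells given 1 µM PGE2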
Target sequence (P43116 whole entry, looked up): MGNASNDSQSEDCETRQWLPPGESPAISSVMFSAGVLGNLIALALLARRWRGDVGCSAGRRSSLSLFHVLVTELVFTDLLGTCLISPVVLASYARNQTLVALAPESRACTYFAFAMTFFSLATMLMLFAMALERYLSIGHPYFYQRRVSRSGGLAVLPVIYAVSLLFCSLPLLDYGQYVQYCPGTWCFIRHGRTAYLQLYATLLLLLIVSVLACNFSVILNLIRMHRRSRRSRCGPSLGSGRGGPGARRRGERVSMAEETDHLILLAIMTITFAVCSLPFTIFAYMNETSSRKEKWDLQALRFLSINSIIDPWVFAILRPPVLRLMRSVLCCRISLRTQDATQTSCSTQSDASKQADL
S1P4 antagonist – blocks the human S1P4 receptor | O95977 | S1P4-expressing cells, antagonist mode, reporter read-out | inhibition, % at 4.98 µM | 220,000 compounds, 0.26% hits | AID 1510; in the data active = inhibition above about 29%;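 also: 0% = wells stimulated with agonist and 100% = vehicle wells without agonist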
NPY1 pot ag – potentiators or agonists of human neuropeptide Y receptor Y1; 220,000 compounds, 0.37% hits; P25929; activation, % at 3.6 µM; NPY-Y1 expressing cells, potentiator/agonist activation; AID 1304; in the data active = activation above about 33%, passing the limit was not always enough;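 also: cells stimulated with NPY at EC10 then isoproterenol at EC100; 0% = low agonist plus stimulus and 100% = saturating agonist plus stimulus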
Target sequence (P25929 whole entry, looked up): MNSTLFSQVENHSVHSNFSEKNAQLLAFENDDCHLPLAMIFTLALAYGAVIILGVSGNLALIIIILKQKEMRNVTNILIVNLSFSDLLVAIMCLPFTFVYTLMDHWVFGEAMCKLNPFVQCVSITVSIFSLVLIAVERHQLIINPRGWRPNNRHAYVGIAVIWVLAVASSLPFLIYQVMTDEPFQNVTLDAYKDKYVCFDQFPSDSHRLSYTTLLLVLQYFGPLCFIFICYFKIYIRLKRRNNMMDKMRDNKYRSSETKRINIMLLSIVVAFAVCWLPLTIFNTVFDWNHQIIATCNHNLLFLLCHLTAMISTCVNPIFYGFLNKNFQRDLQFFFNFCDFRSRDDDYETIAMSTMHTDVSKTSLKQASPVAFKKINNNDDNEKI
NPY-Y1 antag – NPY-Y1 (human) receptor antagonism | P25929 | HEK293-CNG Y1 cells, membrane potential fluorescence; NPY at EC95, then isoproterenol | inhibition, % at 3.6 µM | 200,000 compounds, 1% hits | AID 1040;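 active = inhibition above the campaign mean inhibition of all tested compounds plus 3 SD, cut at about 20% in these data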;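 also: 0% = DMSO wells given NPY plus isoproterenol and 100% = isoproterenol alone without NPY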
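Material: HEK293 cells co-expressing NPY Y1 receptor and cyclic-nucleotide gated channel. Timing: compound incubation 1 h at room temperature, readout 45 min post-stimulation. Signal: fluorescence, membrane potential probe.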
NPY2 pot ag – potentiates or activates human NPY-Y2 receptor; P49146; cells expressing NPY-Y2, potentiator/agonist read-out; activation, % at 3.6 µM; 220,000 compounds, 0.45% hits; AID 1359; in the data active = activation above about 27%;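 also: cells stimulated with NPY near EC25 plus isoproterenol at EC100; 0% = vehicle plus submaximal agonist and 100% = vehicle plus saturating agonist; some results beyond the cut were filed as inactive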
Target sequence (P49146 whole entry, looked up): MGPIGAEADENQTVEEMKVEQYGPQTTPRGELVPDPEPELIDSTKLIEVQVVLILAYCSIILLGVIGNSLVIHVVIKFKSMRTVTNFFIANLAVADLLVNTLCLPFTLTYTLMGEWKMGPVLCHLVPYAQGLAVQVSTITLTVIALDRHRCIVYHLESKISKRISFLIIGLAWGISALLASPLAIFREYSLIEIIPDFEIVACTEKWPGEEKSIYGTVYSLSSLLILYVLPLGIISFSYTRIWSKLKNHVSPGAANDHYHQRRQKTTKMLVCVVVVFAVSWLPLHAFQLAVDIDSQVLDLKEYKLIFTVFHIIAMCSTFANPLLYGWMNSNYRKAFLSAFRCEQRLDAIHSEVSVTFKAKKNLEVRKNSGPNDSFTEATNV
CHOP inh – inhibitors of CHOP induction in ER stress response. 220,000 compounds, 3.8% hits. inhibition, % at 10 µM. CHO-K1 CHOP-promoter luciferase, tunicamycin-induced, 15-18 h;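 active = compounds that reduced the stress-induced luciferase reporter signal by more than about 70% of percent inhibition, limit read from the data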;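 also: 0% = tunicamycin plus vehicle and 100% = wells without tunicamycin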
TRPN1 ag – agonists of zebrafish TRPN1 channel; activation, % at 3 µM; 220,000 compounds, 0.18% hits; HEK293 zebrafish TRPN1-YFP, Fluo-8 calcium fluorescence; 100% = response to 87 µM carbachol;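 active = activation above its plate's cutoff, the mean activation of test wells on that plate plus 3 SD, cut at about 19% in these data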;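 also: 0% = DMSO alone and 100% = 87 µM carbachol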
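Material: zebrafish TRPN1-YFP in HEK293 cells; Doses: single test compound dose, 3 µM nominal, 0.3% DMSO; Timing: dye loading 1 h at 37 °C, then 30 min room temperature; Technique: intracellular calcium fluorescence with Fluo-8; Benchmarks: high carbachol 87 µM, low DMSO alone.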
TRPML3 agonist – agonists of human TRPML3 channel; 220,000 compounds, 0.29% hits; Q8TDD5; HEK293 TRPML3-YFP, Fluo-8 calcium fluorescence; 100% = the carbachol control signal; activation, % at 3 µM;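 active = activation above its plate's cutoff, the mean activation of the plate's test wells plus 3 SD, cut at about 12% in these data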;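 also: 0% = DMSO only wells and 100% = carbachol wells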
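Test system – HEK293 line with stable expression of human TRPML3-YFP channel · Control set – carbachol 87 µM final as high control (100%), DMSO as low control (0%) · Signal – Fluo-8 calcium dye fluorescence, ex 470-495, em 515-575 nm · Incubation – 1-h 37 °C dye load, 5-s basal, 120-s post-compound reads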
S1P4 agonist – activates the human S1P4 receptor; activation, % at 4.98 µM; 220,000 compounds, 0.35% hits; AID 1509; O95977; S1P4-expressing cell line, agonist reporter assay; in the data active = activation above about 11%;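 also: 0% = DMSO vehicle and 100% = reference agonist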
Numbers without * were called inactive; x = not tested or not shown.

SMILES | EP2 mod | S1P4 antagonist | NPY1 pot ag | NPY-Y1 antag | NPY2 pot ag | CHOP inh | TRPN1 ag | TRPML3 agonist | S1P4 agonist
O=C(CCCn1c(=S)[nH]c2ccsc2c1=O)Nc1ccc2c(c1)OCCO2 | -57.0 | -1.5 | -4.8 | 3.9 | -2.7 | 14.4 | 0.7 | 0.3 | -0.3
Cc1ccc(-c2ccc(=O)[nH]n2)cc1 | 14.7 | -7.8 | -13.2 | -0.8 | 0.1 | 37.0 | -0.1 | -0.1 | 0.0
Cc1c(C(=O)O)[nH]c2ccc([N+](=O)[O-])cc12 | 18.4 | 0.8 | 18.0 | -9.4 | 30.4* | 13.6 | 1.1 | -0.4 | 1.8
Nc1nc(N)c(C=Nc2ccc(Br)cc2)c(Nc2ccc(Br)cc2)n1 | 2.1 | 16.5 | 18.0 | x | 20.4 | 20.8 | 1.4 | 1.4 | -0.8
O=Cc1cccn1Cc1ccc(Cl)cc1Cl | 48.3 | -19.2 | -23.2 | -0.2 | 0.4 | 3.4 | -1.3 | 0.4 | -2.1
Cc1cc(NS(=O)(=O)c2ccc(NC(=O)NC3CCCCC3)cc2)no1 | 3.2 | -10.4 | 4.2 | 1.3 | -12.7 | 13.1 | 0.3 | 0.1 | -0.3
Cc1ccc(NC(=O)Nc2ccnc(-c3cccnc3)n2)cc1 | -36.7 | 3.5 | 12.4 | -5.0 | 14.2 | 14.9 | 2.3 | 0.7 | -0.8
Cc1ccsc1/C=C(\C#N)C(=O)NCc1ccco1 | -9.8 | -11.2 | -29.9 | -4.2 | 13.9 | -4.4 | 0.6 | 0.6 | 1.3
C/C(=N/NC(=O)CNC(=O)c1cccs1)c1ccco1 | 5.2 | -4.9 | 22.7 | x | -0.4 | 3.0 | 2.8 | 0.6 | 2.7
Cc1nn(-c2ccccc2)c2c1/C(=N/O)CC(C)(C)C2 | -6.4 | -14.4 | 1.9 | 2.3 | 7.0 | 19.4 | -1.5 | -1.5 | 0.1
Cc1cc(C)c(C)c(S(=O)(=O)N[C@@H](C)C(=O)OC(C)C(=O)NC(N)=O)c1C (stereo partly drawn) | -3.8 | -14.2 | 10.7 | x | -2.7 | -9.7 | 0.8 | 0.3 | 0.2
Cc1c(NC(=S)N/C(=N/S(=O)(=O)c2ccc(Cl)cc2)c2ccccc2)c(=O)n(-c2ccccc2)n1C | 6.8 | 13.3 | -13.6 | x | 1.1 | -0.6 | 0.1 | -0.4 | 0.2
CC(NC(=S)Nc1ccccc1)C1COc2ccccc2O1 (stereo not drawn) | -99.0 | -5.7 | 21.9 | -7.0 | -7.5 | -2.1 | 1.2 | 1.3 | -0.1
Nc1ccn(-c2ncc(C(F)(F)F)cc2Cl)c(=O)n1 | -3.1 | 6.1 | 0.5 | 0.5 | -8.4 | 2.0 | 0.7 | 0.0 | 0.4
O=C(CCC1COc2ccccc2O1)Nc1ncccc1O (stereo not drawn) | -11.7 | 13.1 | 0.9 | -3.6 | 3.7 | 9.8 | 0.6 | 0.1 | -1.8
COc1ccc(-c2noc(CN(C)C3CCOCC3)n2)cc1 | 7.0 | -14.0 | -2.6 | 5.7 | 5.7 | -0.1 | 1.2 | 1.2 | 0.6
O=C(Oc1ccc(Br)cc1C(=S)N1CCCCC1)c1cc([N+](=O)[O-])cc([N+](=O)[O-])c1 | 41.9 | 6.8 | 14.3 | 3.4 | 11.4 | -26.5 | -1.3 | -0.8 | 1.5
CN(C)S(=O)(=O)c1ccc(Oc2ccccc2)cc1 | -8.4 | -15.6 | -19.6 | -0.1 | -11.8 | 21.6 | -1.1 | -0.2 | 0.1
N#CC1=C(N)C(C#N)(C#N)[C@H](c2ccoc2)[C@H]2CN(Cc3ccccc3)CC=C12 | -6.7 | -13.8 | -4.4 | -4.1 | 2.3 | x | 2.1 | 1.8 | 2.4
O=C(O)c1cccc(Cn2c(Cl)c(/C=N/NC(=O)c3ccc(O)cc3)sc2=O)c1 | 61.4* | 7.2 | -4.2 | x | -18.5 | -11.5 | 0.7 | 0.9 | 0.2
O=c1c(-c2ccccc2)c(O)nc(SCCN2CCOCC2)n1-c1ccccc1 | 28.1 | -10.8 | -15.6 | 3.4 | 4.3 | -13.9 | -0.1 | 0.4 | 1.1
CCOC(=O)c1[nH]nc(C(=O)c2ccc(Br)cc2)c1O | 0.9 | 8.5 | -13.5 | -0.9 | 7.5 | -1.4 | 0.8 | 0.1 | -0.7
O=C(O)CCCCCNc1ccc2nsnc2c1[N+](=O)[O-] | 0.0 | -7.1 | -1.2 | 3.9 | 0.3 | -6.8 | 0.7 | 1.0 | 0.0
COc1cc(/C=C2\SC(=S)N(Nc3ccccc3)C2=O)ccc1O | -13.6 | -16.9 | -2.2 | -2.2 | 14.2 | -1.4 | 24.6* | 14.0* | 0.4
COC(=O)Nc1csc2c1NC(=O)CCCC2 | -4.3 | -3.1 | 8.6 | x | -7.7 | -9.5 | 1.0 | 0.9 | -0.1
CCc1cccc(C)c1NC(=O)COC(=O)c1c2c(nc3ccccc13)/C(=C\c1cccs1)CCC2 | 0.6 | -31.9 | 24.2 | 11.6 | 6.3 | 22.2 | -0.5 | 0.5 | 0.1
Cn1cc(SCC(=O)Nc2ccc3c(c2)OCCO3)c2ccccc21 | -4.6 | -3.9 | -13.7 | -2.7 | -25.8 | -0.7 | 0.8 | -0.4 | -2.7
Cc1nn(Cc2ccccc2)c(N)c1-c1ccccc1 | 36.8 | 5.3 | -1.4 | 3.7 | -0.5 | 3.6 | -0.5 | -0.9 | 0.5
O=C(Nc1ccccc1-c1nnc(SCc2ccc(Cl)cc2Cl)o1)c1ccccc1 | 18.0 | -18.0 | -23.6 | 1.1 | -7.8 | 20.9 | 1.0 | 1.6 | -1.6
CN(C[C@H](CC1CCCCC1)N(C[C@H](Cc1ccccc1)N(CCc1ccccc1)N=O)N=O)N=O | 5.8 | -0.5 | 0.0 | 5.0 | 6.7 | 0.3 | 0.4 | 0.2 | 0.6

Pulled by structure from above:
SMILES | EP2 mod | S1P4 antagonist | NPY1 pot ag | NPY-Y1 antag | NPY2 pot ag | CHOP inh | TRPN1 ag | TRPML3 agonist | S1P4 agonist
CCc1cccc(C)c1NC(=O)COC(=O)c1c2c(nc3ccccc13)/C(=C\c1cccs1)CCC2 | 0.6 | -31.9 | 24.2 | 11.6 | 6.3 | 22.2 | -0.5 | 0.5 | 0.1
COc1cc(/C=C2\SC(=S)N(Nc3ccccc3)C2=O)ccc1O | -13.6 | -16.9 | -2.2 | -2.2 | 14.2 | -1.4 | 24.6* | 14.0* | 0.4

(listing goes on)
SMILES | EP2 mod | S1P4 antagonist | NPY1 pot ag | NPY-Y1 antag | NPY2 pot ag | CHOP inh | TRPN1 ag | TRPML3 agonist | S1P4 agonist
CCCCN1C(=O)C(O)(CC(=O)c2c(C)coc2C)c2ccccc21 (stereo not drawn) | 15.1 | 8.6 | -12.5 | -1.0 | -1.2 | 1.1 | -1.7 | 0.0 | -3.0
COc1cc(OC)cc(-c2nnc(SCC(=O)N3CCCc4ccccc43)o2)c1 | -42.1 | -23.0 | -3.2 | 7.5 | -29.5 | -14.7 | -0.9 | 0.2 | -1.2
COC(=O)c1ccc(Sc2ccc(F)cc2)c(N)c1 | 3.8 | -6.1 | 5.1 | -4.6 | 15.1 | -30.2 | -1.6 | -1.4 | -2.0
O=C(NCCN1CCCCCC1)C1CCCN1S(=O)(=O)c1cccc2nsnc12 (stereo not drawn) | -31.3 | 5.4 | -19.3 | x | -31.7 | 14.5 | 1.1 | 0.3 | -0.5
O=C1NC(=Nc2cccnc2)S/C1=C/c1ccc(F)cc1 | -33.6 | 6.8 | 7.1 | x | -7.0 | -14.3 | -2.2 | -0.3 | -0.4
CCOc1ccc(OCCCCn2cnc3ccccc3c2=O)cc1 | -13.2 | -3.8 | 0.6 | -0.7 | -0.2 | 47.1 | 0.5 | 0.9 | -0.3
O=C(CN(CCc1ccccc1)C(=O)CNS(=O)(=O)c1ccc(F)cc1)NCC1CCCO1 (stereo not drawn) | 3.5 | -1.3 | -2.4 | -0.7 | -4.3 | -14.1 | -0.5 | 0.1 | -0.6
CCNc1nc(NC(C)C)nc(N(n2cnnc2)S(=O)(=O)c2ccc(C)cc2)n1 | -2.1 | -16.9 | -14.8 | 0.5 | 6.0 | 8.8 | -1.6 | -0.1 | -0.6
CCC(=O)Nc1cccc(-n2nnnc2SCC(=O)NCc2ccco2)c1 | 4.5 | 10.7 | -19.9 | -1.1 | -1.0 | -4.0 | 0.2 | 0.9 | 0.1
CCC(C)(C)NC(=O)C1CCN(S(=O)(=O)c2cccs2)CC1 | -10.6 | -9.6 | -3.8 | 3.9 | 3.9 | 0.8 | 1.0 | 1.0 | 1.7
O=C(CN1C(=O)NC2(CCCC2)C1=O)Nc1ccccc1F | -3.2 | 5.5 | -11.5 | 5.6 | -11.5 | -4.2 | 3.7 | 0.7 | -1.0
C#CCOCCOCCOCCNc1nc(N2CCN(C(=O)C([C@@H](C)CC)n3cc(C(N)Cc4ccc(O)cc4)nn3)CC2)nc(N2CCN(C(=O)[C@H](CCC(=O)O)n3cc(C(N)CC(C)C)nn3)CC2)n1 (stereo partly drawn) | -2.4 | -1.0 | -10.7 | -2.1 | 4.0 | -3.4 | 1.7 | 0.6 | 0.2
Cc1cc(NS(=O)(=O)c2ccc(Cl)cc2)nn1CC(=O)NCc1ccco1 | 4.0 | -12.4 | -16.9 | 6.2 | 6.9 | 25.8 | 0.4 | 0.4 | -1.6
O=C(O)CCCCCN1C(=O)/C(=C\c2cn(-c3ccccc3)nc2-c2cccs2)SC1=S | 52.8 | 13.2 | 32.2 | x | 0.2 | 9.1 | 1.3 | 1.1 | 1.2
CC(C)C(=O)N1CCN(c2ccccc2NC(=O)c2cc([N+](=O)[O-])ccc2N2CCOCC2)CC1 | 12.9 | 15.1 | 13.6 | 11.7 | -7.4 | -25.5 | -1.6 | 0.8 | -2.2
CN(c1ccc(C(=O)Nc2cccnc2)cc1)S(C)(=O)=O | -0.5 | 3.3 | 14.5 | 3.1 | 3.3 | 17.4 | 0.8 | 0.3 | 1.9
Cc1nnc(SCC(=O)c2c(N)n(C)c(=O)n(C)c2=O)n1Cc1ccccc1 | 3.9 | -10.2 | 3.2 | -1.2 | 1.0 | 2.9 | 1.2 | -0.7 | 2.3
COc1ccc2cc(C3CC(c4ccco4)=NN3S(C)(=O)=O)c(Cl)nc2c1 (stereo not drawn) | -3.5 | -5.2 | 0.8 | x | -10.7 | 9.4 | 0.6 | 0.2 | -1.4
C=CCN(C(=O)Nc1ccc2oc(C)nc2c1)c1ccccc1 | -12.6 | 7.0 | 2.4 | 2.6 | -9.8 | -9.4 | 1.5 | 0.4 | -0.4
O=C(CCC1CCCN(C(=O)c2ccc3cc[nH]c3c2)C1)N1CCN(c2ccccn2)CC1 (stereo not drawn) | -82.7 | -13.4 | 8.8 | 5.0 | -1.2 | -3.2 | 4.2 | 0.2 | 4.8

Entries listed so far printed as active in NPY2 pot ag:
mol | EP2 mod | S1P4 antagonist | NPY1 pot ag | NPY-Y1 antag | NPY2 pot ag | CHOP inh | TRPML3 agonist | S1P4 agonist
Cc1c(C(=O)O)[nH]c2ccc([N+](=O)[O-])cc12 | 18.4 | 0.8 | 18.0 | -9.4 | 30.4* | 13.6 | -0.4 | 1.8
